Screening data as filed in PubChem BioAssay.
IMPase Li cell = membrane-permeable IMPase blocker, potentiated with lithium; Potency, µM (top dose mostly 59.4 µM), for inactives: top-dose activity, negative = IMPase inhibition, hits mostly inhibitors; CHO-M1 cells, IP1 TR-FRET (IP-One), carbachol + lithium; 0.35% of 210,000 active;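 note: IP1 builds up when IMPase is blocked and the TR-FRET signal falls; potency is the fitted concentration of half-maximal effect; plate controls were basal vehicle for no effect and high inhibitor control for full effect; nearly all actives have a fitted effect of over 50% in size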
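Steps: plate 2000 CHO-M1 cells per well and culture 16–30 h; add compound and lithium; incubate 30 min, 37C; add d2-IP1 tracer and Eu cryptate anti-IP1 antibody in lysis buffer; read after 10 min at room temperature.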
Epigenetic derep = derepresses silenced GFP reporter in murine cells; murine LDR cells, GFP reporter derepression, 30 h; Potency, µM (series often up to 53.9 µM), for inactives: at the top dose GFP activation, usual class: activators; 0.2% of 280,000 active; AID 1865; note: potency is the fitted concentration of half-maximal effect; % of control where 0% means no effect; nearly all actives have a fitted effect of over 60% in size
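GFP-positive cell count by laser-scanning cytometry (objects 20–120 um) after 30 h, 37 C compound exposure of murine LDR cells; reporter is CMV-GFP integrated at a silenced locus, inducible by HDAC or DNMT inhibitors.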
LMNA splice mod = LMNA splicing modulation; AID 1487; HeLa LMNA splicing GFP/RFP minigene ratio, 48 h; Potency, µM (series often up to 46.1 µM), without a hit: top-dose ratio change, negative = inhibition, actives largely listed as inhibitors; 0.01% of 200,000 active; active = well fitted inhibition curve with a large enough effect in the signal ratio, with a control signal flat, not every such curve was filed as active; inconclusive = small, poorly fitted or top-dose-only effect, or effect the other way, or a change in a side signal; the % refers to the signal ratio; note: potency is the fitted concentration of half-maximal effect; % is set by controls: 0 for no effect and ±100 for the full control effect
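S3 HeLa stable clones carrying a lamin A-EGFP splicing minigene plus DsRed2 were seeded at 600 cells/well in Opti-MEM with 2% FBS, pin-dosed and incubated 48 h at 37°C. Acumen cytometry (488 nm) gave the GFP/RFP total-intensity ratio.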
KinaseGlo FLuc = Kinase-Glo luciferase inhibition (counter-screen) | Q27757 | Kinase-Glo luciferase, ATP luminescence, 8 min | 0.28% of 200,000 active | Potency, µM (top dose mostly 38.3 µM), for inactives: top-dose activity change, negative = inhibition, usual class: inhibitors; note: potency is the fitted concentration of half-maximal effect; % is set by controls: 0 for no effect and ±100 for the full control effect; nearly all actives have a fitted effect of over 60% in size
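Kinase-Glo luciferase light output from ATP and luciferin was measured with 10 uM ATP, within the enzyme's linear range. Buffer: 50 mM imidazole pH 7.2, 50 mM KCl, 7 mM MgCl2, 0.01% Tween 20, 0.05% BSA; luminescence read after 8 min at ambient temperature.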
HTT aggregate = mutant huntingtin aggregation inhibition | PC12 HttQ103-GFP aggregates, Acumen cytometry, 40 h | Potency, µM (titrated, usually from 46.1 µM), for the others: top-dose activity change, negative = inhibition, usual class: inhibitors | 1.1% of 220,000 active | AID 1688; note: potency is the fitted concentration of half-maximal effect; % is set by controls: 0 for no effect and ±100 for the full control effect; nearly all actives have a fitted effect of over 60% in size
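PC12/HTTQ103-GFP, ecdysone-inducible; teb 100 nM; cpd qHTS titration; GFP aggregates read on laser cytometer, Ex 488/Em 500-530 nm.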
NPSR antagonist = neuropeptide S receptor (human) antagonism, cAMP | Q6W5P4 | CHO-NPSR cells, cAMP TR-FRET, antagonist mode | Potency, µM (series often up to 38.3 µM), inactives show at the highest dose activity change, negative = inhibition, usual class: inhibitors | 1% of 220,000 active | AID 1461; note: potency is the fitted concentration of half-maximal effect; % is set by controls: 0 for no effect and ±100 for the full control effect; nearly all actives have a fitted effect of over 50% in size; many of its hits are not listed in these tables
Target sequence (Q6W5P4 whole entry, looked up): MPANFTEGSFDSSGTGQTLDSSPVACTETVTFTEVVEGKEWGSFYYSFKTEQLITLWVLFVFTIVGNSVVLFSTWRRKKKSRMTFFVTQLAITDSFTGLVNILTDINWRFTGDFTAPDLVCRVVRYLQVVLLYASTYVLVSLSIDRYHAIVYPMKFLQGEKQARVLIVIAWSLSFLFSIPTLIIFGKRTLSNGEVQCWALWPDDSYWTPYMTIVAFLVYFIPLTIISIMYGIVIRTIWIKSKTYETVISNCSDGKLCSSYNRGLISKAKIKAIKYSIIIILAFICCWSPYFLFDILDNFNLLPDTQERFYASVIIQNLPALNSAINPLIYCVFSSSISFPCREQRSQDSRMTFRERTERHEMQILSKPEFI
CBFb-RUNX1 inh = blocks binding between human CBF-beta and RUNX1; AlphaScreen CBFb-His/RUNX1-biotin binding, biochemical; Potency, µM (doses to about 59.8 µM), for the others: at the highest dose activity, negative = inhibition, actives largely listed as inhibitors; 230,000 tested, under 10 active; AID 1477; note: % of control where 0% means no effect
Target sequence (Q01196 whole entry, looked up): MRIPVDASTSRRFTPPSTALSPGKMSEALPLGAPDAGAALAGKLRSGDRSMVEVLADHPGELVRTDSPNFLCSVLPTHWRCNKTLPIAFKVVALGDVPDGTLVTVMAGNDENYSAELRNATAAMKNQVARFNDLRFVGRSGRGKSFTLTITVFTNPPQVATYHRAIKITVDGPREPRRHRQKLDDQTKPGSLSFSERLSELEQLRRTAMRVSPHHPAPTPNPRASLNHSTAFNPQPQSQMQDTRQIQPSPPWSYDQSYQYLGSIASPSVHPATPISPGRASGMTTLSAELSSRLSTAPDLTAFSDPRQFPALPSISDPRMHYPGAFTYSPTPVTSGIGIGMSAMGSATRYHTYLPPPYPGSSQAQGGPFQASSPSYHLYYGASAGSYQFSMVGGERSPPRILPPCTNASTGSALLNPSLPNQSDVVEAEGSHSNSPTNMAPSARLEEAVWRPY
Target sequence (Q13951 whole entry, looked up): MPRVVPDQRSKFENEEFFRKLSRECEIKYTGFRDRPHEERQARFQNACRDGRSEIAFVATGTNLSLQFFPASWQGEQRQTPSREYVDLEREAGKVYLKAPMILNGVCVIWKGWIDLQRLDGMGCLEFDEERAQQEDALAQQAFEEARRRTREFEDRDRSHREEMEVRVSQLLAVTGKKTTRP
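Compounds were screened at multiple concentrations against a preformed CBF-beta(His)/RUNX1(biotin) complex (30 nM of each) for 15 min at room temperature, followed by 90 min with nickel and streptavidin beads and AlphaScreen reading.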
* = called active by the depositor; ? = inconclusive; . = not tested or not shown; & = joins results of further samples; [ ] = dose if it differs, or a comment. Unless noted, calls come from the whole dose curve; as a rule, active = well fitted curve in the direction sought with a large enough effect; inconclusive = small, poorly fitted or top-dose-only effect, or another doubt; inactive = no such curve, though single readings can be large; an effect the other way counts as inactive or inconclusive.

SMILES | IMPase Li cell | Epigenetic derep | LMNA splice mod | KinaseGlo FLuc | HTT aggregate | NPSR antagonist | CBFb-RUNX1 inh
CC(Cn1cnc2ccccc21)C(=O)O (configuration not stated) | 1% | -0.8% | -6% | 2% | 5% | 0%[46.1 µM] | -12%
CC(=O)Nc1cn(C(C)=O)c(C)n1 | 19%[38.3 µM] | -1.0% | 0% | 3% | -9% | -1%[46.1 µM] | 7%
CC(=O)Nc1nc(C2CC2)cc(-c2ccccc2)c1C#N | 27% | -1.1% | -7%[46 µM] | -2% | 11%[9.22 µM] | -6% | 0%
COc1cccc(N2CC(=O)N(NC(=O)CSc3nc(C)cc(C)c3C#N)CC2=O)c1 | 1% | -3.5% | -2% | -2% | 23% | 9% | 9%
CCOC(=O)N1CCN(C(=O)COc2cccc3c2CCN(CC)C3=O)CC1 | 0% | 1.8% | . | 0% | ? | 8% | 5%
CCN(CC)S(=O)(=O)c1csc(C(=O)NCc2ccccc2)c1 | 30%[activator][38.3 µM] | -1.1% | 4% | 1% | -5% | -15%[46.1 µM] | 4%
O=c1[nH]c(/C=C2\C=Nc3ccccc32)c(O)n1Cc1ccccc1F | 18% | 1.1% | -8%[9.22 µM] | 4% | -22%[9.22 µM] | -54% | -9%
CCC(C(=O)NCc1ccco1)N(C(=O)CNS(=O)(=O)c1ccccc1)c1ccc(OC)cc1 (configuration not stated) | 30%[38.3 µM] | 0.0% | 1% | 0% | 12% | -12%[46.1 µM] | -13%
OCC1(Cc2ccccc2)CCN(Cc2cccc(F)c2F)CC1 | 7% | -1.4% | 8%[46 µM] | -1% | -1%[9.22 µM] | 5% | 8%
CCOC(=O)N1CCN(C(=O)CN(c2ccc(C)c(C)c2)S(=O)(=O)c2ccccc2)CC1 | -9%[38.3 µM] | 0.7% | 5% | -3% | 14% | -13%[46.1 µM] | 6%
NC(=O)c1nsc(C(=O)N(CCc2ccccc2)C(C(=O)NC2CCCC2)c2ccco2)c1N (configuration not stated) | 9%[38.3 µM] | -1.0% | 2% | -5% | 13% | -21%[46.1 µM] | 6%
CCOC(=O)c1nn(-c2ccc(OCC)cc2)c2nc(-c3cccc(OC)c3)c(C#N)c(=O)n12 | ? | 0.0% | 2% | 3% | 17% | -37% | -3%
CC1(C)OC(=O)C(=NNc2ccc(O)cc2)C(=O)O1 | . | 0.0% | ? | . | 22% | -7%[46.1 µM] | 2%
Cc1ccc(C)c(-c2csc(NC(=O)c3cnccn3)n2)c1 | -2% | 1.7% | . | 7% | -10% | 1% | 4%
COCCCN1C(=O)C(=O)/C(=C(/O)c2ccc3c(c2)CC(C)O3)C1c1cccnc1 (configuration not stated) | 8.9µM* | -1.1% | 19% | 5% | -22% | 24%[46.1 µM] | -20%

Other records
SMILES | IMPase Li cell | Epigenetic derep | LMNA splice mod | KinaseGlo FLuc | HTT aggregate | NPSR antagonist | CBFb-RUNX1 inh
Cc1cc(CSc2ccccc2)ccc1NC(=O)c1ccc(Cl)c([N+](=O)[O-])c1 | 7%[38.3 µM] | -1.9% | 15% | 0% | -1% | ? | 2%
CCN(Cc1nc2cc(OC)c(OC)cc2c(=O)[nH]1)C(=O)c1ccc(S(=O)(=O)N(C)C)cc1 | 31%[activator][38.3 µM] | -1.1% | 9% | -3% | -3% | -7%[46.1 µM] | 11%
NS(=O)(=O)c1ccc(NC(=O)/C=C/c2cccc(Cl)c2)cc1 | -7% | -1.1% | 3%[46 µM] | 0% | . | -9% | 4%
CCCN1C(=O)c2ccc(C(=O)Nc3cc(C)on3)cc2C1=O | -1% | -1.1% | -9% | 3% | 6% | -8%[46.1 µM] | 11%
c1ccc(-c2csc(Nc3cccnc3)n2)nc1 | 19%[38.3 µM] | -2.1% | -11% | 0% | ? | -6%[46.1 µM] | -12%
N#C/C(=C/c1ccc(-c2ccc(S(N)(=O)=O)cc2)o1)C(=O)Nc1ccccc1 | 8% | ? | ? | -2% | -10% | -29% | -4%
NC(=O)NOCc1c(Cl)cccc1Cl | -1% | -5.4% | . | -1% | -11% | 16% | -21%
CCOC(=O)c1ccc(NNC(=O)CC)c([N+](=O)[O-])c1 | -22% | -1.3% | . | -2% | -7% | 7% | 18%
COc1ccc2c(c1OC)C(=O)N(c1ccc(C)cc1)C2 | . | 3.4% | . | . | 2%[9.22 µM] | 2% | 16%
O=C(OC(C(=O)Nc1ccc(Cl)cc1C(F)(F)F)c1ccccc1)C1=COCCO1 (configuration not stated) | -6% | -1.0% | 2% | 1% | -4% | -14% | 1%
O=C(c1n[nH]c2c1CCCC2)n1ccnc1 | 0%[38.3 µM] | 0.0% | 1% | -4% | -17% | -2%[46.1 µM] | 11%
CCOC(=O)c1nnc(-c2ccccc2)nc1N1CCSCC1 | 10% | -0.8%[10.1 µM] | ? | 0% | -8%[9.22 µM] | -12% | -4%
CC1CCc2c(C(=O)Nc3ccc(N4CCOCC4)cc3)csc2C1 (configuration not stated) | -6% | 1.1% | . | . | 7% | 2% | -2%
CCCOC(=O)CSc1nnc(-c2ccccc2Cl)o1 | -1%[38.3 µM] | -3.2% | 7% | -3% | 5% | -20%[46.1 µM] | -4%
Cc1ccc(C(=O)Nc2ccccc2C(=O)NC(C(=O)O)C(C)C)cc1 (configuration not stated) | 3% | -1.8% | ? | 0% | -7% | 9%[46.1 µM] | -1%

Carrying on:
SMILES | IMPase Li cell | Epigenetic derep | LMNA splice mod | KinaseGlo FLuc | HTT aggregate | NPSR antagonist | CBFb-RUNX1 inh
Cc1c(NS(=O)(=O)c2ccc(NCC3CCCO3)c([N+](=O)[O-])c2)c(=O)n(-c2ccccc2)n1C (configuration not stated) | -7% | -0.2% | ? | 4% | -5% | -8% | 9%
Cc1ccccc1/C=N/NC(=O)Cn1cnc([N+](=O)[O-])n1 | 1%[38.3 µM] | -1.0% | 14% | 13% | 19% | -20%[46.1 µM] | 1%
COc1ccc(NC(=O)Cc2c[nH]c3ccccc23)cc1S(=O)(=O)N1CCOCC1 | 2% | 0.7% | -13%[46 µM] | 1% | 19% | -7% | 2%
c1ccc2nc(N3CCOCC3)c(N3CCOCC3)nc2c1 | -5%[38.3 µM] | -0.7% | 6% | -3% | 2% | 6%[46.1 µM] | 7%
O=C(Nc1nc(-c2ccccn2)cs1)c1ccc2c(c1)OCCO2 | -9% | -0.2% | . | . | -8%[9.22 µM] | 32% | -30%
c1cnc(-c2nnc3n2CCCCC3)cn1 | -10%[38.3 µM] | 0.8% | -2% | 15% | 11% | -6%[46.1 µM] | 3%
COc1cccc(C(=O)Nc2ccc(S(=O)(=O)Nc3onc(C)c3C)cc2)c1 | -11%[38.3 µM] | -0.7% | 7% | 2% | -9% | -8%[46.1 µM] | 2%
O=C(Nc1ccccc1N1CCOCC1)C1CCN(S(=O)(=O)c2ccc(F)cc2)CC1 | 2% | -0.9% | -6% | -6% | -1% | 7% | -15%
COc1cc2c3c(c1)/C(=C1/SC(NC(C)=O)=NC1=O)C(=O)N3C(C)(C)C=C2C | 25%[38.3 µM] | 0.0% | -1% | -4% | 15% | ? | -14%
O=C(NCc1ccc2c(c1)CCO2)Nc1ccccc1 | . | 4.4% | . | . | 5%[9.22 µM] | -14% | 5%
Clc1cccc(CN2CCC(Cc3ccccc3)CC2)c1 | . | -0.3% | ? | . | ? | -6%[46.1 µM] | -1%
CCC1=C2CC[C@H]3C(=O)N(CC)C(=O)[C@H]3[C@H]2[C@@]2(Cc3ccccc3)C(=NCc3ccccc3)OC(=O)N2C1=O | 2% | 0.7%&-3.2% | . | -1% | -33%[9.22 µM] | -7% | 3%&13%
O=C(O)c1cc(C2CC2)nn1-c1ccccc1 | -9%[38.3 µM] | -4.5% | 13% | 0% | -12%[9.22 µM] | -12%[46.1 µM] | 4%
Cc1ccc(C(=O)CSc2nnc(-c3snnc3C)n2C2CC2)cc1 | . | 0.1% | . | . | 39%[9.22 µM] | -21% | 10%
CCCCC(CCC(=O)Nc1cc([N+](=O)[O-])ccc1O)C(=O)O (configuration not stated) | -3% | -4.8% | 17%[46 µM] | 0% | -4% | 13% | -2%

Further compounds follow.
SMILES | IMPase Li cell | Epigenetic derep | LMNA splice mod | KinaseGlo FLuc | HTT aggregate | NPSR antagonist | CBFb-RUNX1 inh
O=C1OCCN1C(=O)[C@H]1[C@H](c2ccc(Cl)cc2)C(c2cccc(Cl)c2)=NN1c1ccc(Br)cc1 | -6% | 1.7%[40.7 µM] | . | 3%[39.9 µM] | . | . | ?
Cc1cc(C(=O)NCc2ccco2)no1 | 0%[38.3 µM] | 1.0% | 20% | -3% | 0% | -3%[46.1 µM] | 0%
O=C(Oc1nsnc1N1CCOCC1)N1CCOCC1 | 2%[38.3 µM] | -0.3% | 8% | -1% | 3% | 1%[46.1 µM] | 4%
CCCOc1ccc(NC(=O)c2c(-c3ccccc3)noc2C)cc1 | 0%[38.3 µM] | 3.7% | 6% | -2% | -6% | -9%[46.1 µM] | 1%
CSc1ccc2[nH]c(=O)cc(C)c2c1 | -8%[38.3 µM] | -5.8% | 1% | 3% | 13% | 17%[46.1 µM] | 6%
Cc1sc2nc(SCC(=O)OC(C)C)n(C)c(=O)c2c1C | 8%[38.3 µM] | -1.2% | -4% | 1% | 0%[9.22 µM] | -22%[46.1 µM] | 5%

Reformatted: entries from further up
compound: Cc1cc(C(=O)NCc2ccco2)no1
  IMPase Li cell: 0%[38.3 µM]; Epigenetic derep: 1.0%; LMNA splice mod: 20%; KinaseGlo FLuc: -3%; HTT aggregate: 0%; NPSR antagonist: -3%[46.1 µM]; CBFb-RUNX1 inh: 0%
compound: O=C1OCCN1C(=O)[C@H]1[C@H](c2ccc(Cl)cc2)C(c2cccc(Cl)c2)=NN1c1ccc(Br)cc1
  IMPase Li cell: -6%; Epigenetic derep: 1.7%[40.7 µM]; LMNA splice mod: .; KinaseGlo FLuc: 3%[39.9 µM]; HTT aggregate: .; NPSR antagonist: .; CBFb-RUNX1 inh: ?
compound: CCCOc1ccc(NC(=O)c2c(-c3ccccc3)noc2C)cc1
  IMPase Li cell: 0%[38.3 µM]; Epigenetic derep: 3.7%; LMNA splice mod: 6%; KinaseGlo FLuc: -2%; HTT aggregate: -6%; NPSR antagonist: -9%[46.1 µM]; CBFb-RUNX1 inh: 1%
compound: Cc1sc2nc(SCC(=O)OC(C)C)n(C)c(=O)c2c1C
  IMPase Li cell: 8%[38.3 µM]; Epigenetic derep: -1.2%; LMNA splice mod: -4%; KinaseGlo FLuc: 1%; HTT aggregate: 0%[9.22 µM]; NPSR antagonist: -22%[46.1 µM]; CBFb-RUNX1 inh: 5%

The list is partial. The share of hits here may be higher or lower than overall.
